Compound activity: PubChem, The Scripps Research Institute Molecular Screening Center
hcDAF-12 act: activators of H. contortus DAF-12 nuclear receptor; HEK293 hcDAF-12 lit1-tk-luc reporter, luminescence; 0% DMSO, 100% Δ7-dafachronic acid; activation, % at 6.8 µM; 370,000 tested, 1.4% active;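 active means activation above the mean of all tested compounds plus 3 SD, cut at about 5.5% in these data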;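 further: 100% = response to 3 µM Δ7-dafachronic acid high control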
DAX1 inh-1: inhibitors of DAX1 repression of SF-1 activated StAR promoter; AID 652010; HEK293T StAR-luciferase reporter, SF-1/DAX-1 repression relief; inhibition, % at 6.8 µM; 370,000 tested, 1.1% active;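 active means inhibition above the mean over all tested compounds plus 3 SD, cut at about 3.6% in these data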;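 further: 0% = DAX-1 cells with DMSO and 100% = cells lacking DAX-1 with DMSO; higher inhibition means more luminescence from relief of DAX-1 repression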
PLC-beta3 inh: blocks human PLC-beta3 enzyme activity; AID 720704; inhibition, % at 12.2 µM; Purified PLC-beta3, fluorogenic substrate, fluorescence; 370,000 tested, 0.18% active; Q01970; in the data active means inhibition above about 11%;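 further: 0% = median of compound wells on plate and 100% = full blocker control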
GAA850 FXN act: increases GAA850 frataxin promoter reporter activity | HEK293 lucGAA850 FXN promoter luciferase reporter, 24 h; percent of 10 µM SAHA response | activation, % at 6 µM | 360,000 tested, 0.56% active;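 active means activation above the average of all compounds screened plus 3 SD, cutoff fixed separately per campaign, cut at about 7.5% in these data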;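 further: 0% = DMSO wells and 100% = 10 µM SAHA wells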
DAX1 inh-2: inhibitors of human orphan nuclear receptor DAX1 (NR0B1); AID 504766; inhibition, % at 6.75 µM; P51843; HEK293 Gal4-DAX1 luciferase reporter, luminescence; 340,000 tested, 0.99% active;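 active means inhibition above the mean over all tested compounds plus 3 SD, cut at about 4.2% in these data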;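 further: 0% = DAX1-transfected cells with DMSO and 100% = empty-vector control cells with DMSO; inhibition shows as a rise in luminescence from relieved DAX1 repression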
Target sequence (P51843 207-470 limits assumed): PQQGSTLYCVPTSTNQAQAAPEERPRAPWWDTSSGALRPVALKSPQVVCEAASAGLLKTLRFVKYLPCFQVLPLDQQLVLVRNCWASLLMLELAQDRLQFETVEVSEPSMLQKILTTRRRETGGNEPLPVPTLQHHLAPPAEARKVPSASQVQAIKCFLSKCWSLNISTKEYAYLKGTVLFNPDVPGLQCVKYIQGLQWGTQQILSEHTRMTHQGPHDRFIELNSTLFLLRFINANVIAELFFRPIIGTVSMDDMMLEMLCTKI
ssDAF-12 act: activates DAF-12 receptor from parasite S. stercoralis; AID 652126; 370,000 tested, 1% active; HEK293 ssDAF-12/GRIP1 lit1-tk-luc reporter, luminescence; % of 3 µM dafachronic acid response; activation, % at 6.8 µM;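 active means activation above the mean over all tested compounds plus 3 SD, cut at about 0.9% in these data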;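 further: 0% = DMSO-only wells and 100% = 3 µM delta7-dafachronic acid wells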
PLC-gamma1 inh: PLC-gamma1 (human) inhibition, primary screen; P19174; purified PLC-gamma1, fluorogenic substrate, fluorescence; inhibition, % at 12.2 µM; 370,000 tested, 0.84% active; in the data active means inhibition above about 9.5%
HGIII-sPLA2 inh: Inhibits HGIII-sPLA2 liposome hydrolysis, primary screen. Q9NZ20. QFRET BODIPY PC-A2 liposome hydrolysis, fluorescence. inhibition, % at 12.2 µM. 370,000 tested, 0.56% active. AID 743126;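 active means inhibition above mean plus 3 SD of compounds lying within the high and low control bounds, cut at about 19% in these data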;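 further: 0% = median of test compound wells and 100% = no enzyme DMSO wells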
ADAM10 inh: inhibits human ADAM10; recombinant ADAM10, EDANS/DABCYL FRET peptide cleavage, 3 h; AID 720582; 370,000 tested, 0.62% active; inhibition, % at 7 µM;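 active means inhibition above a per-campaign cutoff equal to the mean of compounds falling between control-based bounds plus 3 SD, cut at about 20% in these data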;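 further: 0% = DMSO wells while the 100% control is not disclosed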
Target sequence (O14672 214-748 limits assumed): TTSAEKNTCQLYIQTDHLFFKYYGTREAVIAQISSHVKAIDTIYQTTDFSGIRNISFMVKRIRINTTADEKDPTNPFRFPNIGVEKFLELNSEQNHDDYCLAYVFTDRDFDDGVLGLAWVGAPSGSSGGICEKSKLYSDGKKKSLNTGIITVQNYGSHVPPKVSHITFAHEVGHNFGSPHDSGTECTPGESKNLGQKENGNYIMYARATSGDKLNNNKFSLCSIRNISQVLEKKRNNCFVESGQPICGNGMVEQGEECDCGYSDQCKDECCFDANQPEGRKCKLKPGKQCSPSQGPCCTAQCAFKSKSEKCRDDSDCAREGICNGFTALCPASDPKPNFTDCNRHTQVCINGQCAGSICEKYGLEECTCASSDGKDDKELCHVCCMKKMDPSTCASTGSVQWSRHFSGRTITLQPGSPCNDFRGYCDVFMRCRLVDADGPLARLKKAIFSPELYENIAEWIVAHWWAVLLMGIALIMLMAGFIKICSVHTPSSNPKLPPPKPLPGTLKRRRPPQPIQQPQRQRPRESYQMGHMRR
ADAM17 inh: inhibitors of human ADAM17; 370,000 tested, 0.83% active; inhibition, % at 6.95 µM; recombinant ADAM17, EDANS/DABCYL FRET peptide cleavage;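 active means inhibition above the mean of compounds lying between control limits plus 3 SD, set per campaign, cut at about 8.5% in these data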;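 further: 0% = DMSO-only wells as the low control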
hgDAF-12 ag: agonists of H. glycines DAF-12 nuclear receptor. HEK293 GAL4-hgDAF12 UAS-luciferase reporter, agonist luminescence; normalized to butyrate control. activation, % at 6.8 µM. 370,000 tested, 1.8% active;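 active means activation above a cutoff set at the mean of all screened compounds plus 3 SD, cut at about 10% in these data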;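 further: 0% = DMSO wells and 100% = sodium butyrate wells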
An asterisk follows results filed as active; i = inactive; . = not tested or not shown.

SMILES	hcDAF-12 act	DAX1 inh-1	PLC-beta3 inh	GAA850 FXN act	DAX1 inh-2	ssDAF-12 act	PLC-gamma1 inh	HGIII-sPLA2 inh	ADAM10 inh	ADAM17 inh	hgDAF-12 ag
CCSc1nc2c(c(=O)[nH]1)C(c1ccccn1)C1=C(CC(C)(C)CC1=O)N2 (centres undefined)	-0.9	0.3	-324	-1.5	1.2	-1.4	-247	-1	i	-307	-2.6
COc1ccc(C(O)c2nc3ccccc3n2C(C)C)cc1 (centres undefined)	0.0	-1.3	-3	-0.2	-0.3	-1.5	1	4	-2	0	-0.5
C/C(=N\Nc1ccc([N+](=O)[O-])cc1[N+](=O)[O-])C(C)C(C)C (centres undefined)	-0.6	-0.1	-2	0.6	1.6	-1.4	1	2	-5	1	2.7
Cc1noc(C)c1CSCC(=O)Nc1ccc(OC(F)F)c(Cl)c1	-0.2	-0.1	-4	-0.1	0.9	-0.9	-1	-16	8	-2	-3.6
CCC(=O)N1CCc2cc(S(=O)(=O)N(CC)c3cccc(C)c3)ccc21	-1.2	-0.2	2	2.3	-1.3	-1.3	-2	-6	-3	-3	-1.6
O=C(O)CC(NCc1ccco1)C(=O)OCCCl (centres undefined)	-0.1	0.4	-4	-0.7	0.3	-1.4	0	8	-4	1	6.2
CCNc1nc(NCC)nc(N(n2cnnc2)S(=O)(=O)c2ccc(C)cc2)n1	-0.4	-0.2	-4	2.9	2.9	-1.9	-1	2	-4	-6	-2.1
O=C(Nc1ccc(F)cc1)c1cc(Cl)sc1Cl	2.5	1.1	-4	0.9	1.7	-1.3	0	-6	9	-2	1.8
COc1ccc(-c2nnnn2CCc2ccccc2)cc1	-0.2	0.0	7	2.8	0.0	-1.6	-1	-1	0	-1	3.9
OC(COc1ccc2cc(Br)ccc2c1)CN1CCOCC1 (centres undefined)	0.9	0.2	0	4.7	1.5	-0.8	3	-9	-4	-4	-0.1
COc1ccccc1CNC(=O)C[C@H]1CC[C@H]2[C@H](COc3ccc(NS(=O)(=O)c4ccc(C)cc4)cc3C(=O)N2C)O1	-1.1	-0.2	-1	.	.	-1.4	0	-5	-3	-2	-1.1
COc1ccc(C2=NN(CCC(=O)NCc3cccs3)C(=O)CC2)cc1	-0.4	0.2	-5	0.4	1.7	-0.6	0	-1	-5	-1	4.6
CCn1c(=O)n(CC)c2cc(S(=O)(=O)Nc3cc(C)cc(C)c3C#N)ccc21	-1.0	0.0	-5	3.6	0.2	-0.4	-5	-9	-6	-5	-0.8
C[C@@H]1CC=C[C@H]2[C@H]1C(=O)N(Cc1ccccc1)[C@H]2c1ccc(F)c(-c2ccc(N(C)C)cc2)c1	-1.9	-0.1	-3	-2.3	0.4	-1.1	-3	0	-22	-5	-1.3
Cc1ccccc1-c1nc(CN(C)C(C)c2ccon2)c(C)o1 (centres undefined)	-0.6	0.6	-2	0.5	-1.4	-0.8	2	10	-9	2	-1.2
COc1cccc(C(O)c2ncc(-c3ccc4ccccc4c3)[nH]2)c1 (centres undefined)	0.0	1.4	-25	1.5	.	-1.1	-23	-14	-44	-7	0.6
CC(C)CCn1c(O)c(N=NC(=O)Cn2ccc(C(F)(F)F)n2)c2ccccc21	-0.2	0.0	2	0.1	0.7	-1.2	-4	-16	2	-2	0.6
CCCn1c(N2CCN(CC(=O)NCc3cccs3)CC2)nc2ccccc21	0.1	-0.1	3	-0.7	-0.5	-0.9	-1	-2	2	-4	-3.3
Cn1nc([N+](=O)[O-])nc1Sc1ccc(C(C)(C)C)cc1	-1.7	-1.0	4	1.1	-0.8	-1.6	2	5	-2	-3	-0.5
CCNc1nc(NCC)nc(Oc2ccc(OCc3ccccc3)nn2)n1	-0.6	-0.1	-2	.	.	-1.5	3	-2	0	-3	-0.5
Cc1ccc(Nc2nc(N)nc(CSC(=S)N3CCOCC3)n2)c(C)c1	1.2	1.9	-1	4.7	0.2	-0.5	0	-2	-4	-4	3.3
CCOc1ccc(/C(C)=N/N2C(=O)C(CC(=O)Nc3ccc(OC)cc3[N+](=O)[O-])SC2=Nc2cccc(C)c2C)cc1 (centres undefined)	-1.4	0.5	-4	6.8	-0.8	-1.2	-3	-3	-15	-5	0.4
COc1cccc(=O)c2c(C)n(-c3cc(C)cc(C)c3)c(C)c12	-1.1	-0.2	-43	-2.1	0.2	-0.5	-30	3	5	2	-2.5
O/N=C1\CCCCc2ccccc21	-0.9	-0.1	1	0.6	1.1	-0.4	-1	4	-1	-3	-1.3
CN1CC2(C)OC(=O)C(Cl)=C2CC1c1ccccc1 (centres undefined)	-1.2	0.1	2	0.4	-0.3	-1.1	5	2	-1	4	-3.0

Some entries already given, limited to ADAM10 inh, PLC-gamma1 inh and ADAM17 inh.
| Compound | ADAM10 inh | PLC-gamma1 inh | ADAM17 inh |
| --- | --- | --- | --- |
| C[C@@H]1CC=C[C@H]2[C@H]1C(=O)N(Cc1ccccc1)[C@H]2c1ccc(F)c(-c2ccc(N(C)C)cc2)c1 | -22 | -3 | -5 |
| Cc1ccccc1-c1nc(CN(C)C(C)c2ccon2)c(C)o1 (centres undefined) | -9 | 2 | 2 |
| COc1cccc(C(O)c2ncc(-c3ccc4ccccc4c3)[nH]2)c1 (centres undefined) | -44 | -23 | -7 |

Random excerpt: three compounds from above
SMILES	hcDAF-12 act	DAX1 inh-1	PLC-beta3 inh	GAA850 FXN act	DAX1 inh-2	ssDAF-12 act	PLC-gamma1 inh	HGIII-sPLA2 inh	ADAM10 inh	ADAM17 inh	hgDAF-12 ag
COc1cccc(=O)c2c(C)n(-c3cc(C)cc(C)c3)c(C)c12	-1.1	-0.2	-43	-2.1	0.2	-0.5	-30	3	5	2	-2.5
CN1CC2(C)OC(=O)C(Cl)=C2CC1c1ccccc1 (centres undefined)	-1.2	0.1	2	0.4	-0.3	-1.1	5	2	-1	4	-3.0
CCCn1c(N2CCN(CC(=O)NCc3cccs3)CC2)nc2ccccc21	0.1	-0.1	3	-0.7	-0.5	-0.9	-1	-2	2	-4	-3.3

New compounds follow:
SMILES	hcDAF-12 act	DAX1 inh-1	PLC-beta3 inh	GAA850 FXN act	DAX1 inh-2	ssDAF-12 act	PLC-gamma1 inh	HGIII-sPLA2 inh	ADAM10 inh	ADAM17 inh	hgDAF-12 ag
O=C(NCC(c1ccco1)N1CCc2ccccc21)c1cccc(F)c1 (centres undefined)	-0.9	-0.3	-1	0.5	-0.2	-1.0	-1	17	-2	-3	1.6
CCCN1CCN(C(=O)CN2C(=O)COc3ccc(S(=O)(=O)N(CC)CC)cc32)CC1	-0.1	0.1	-7	0.4	0.3	-1.4	-2	4	-3	-3	0.9
COc1ccc(CCc2nnc(CCC(=O)N(C)Cc3ccncc3C)o2)cc1	-0.9	-0.5	0	0.6	-0.8	-1.6	-2	6	-6	-3	4.8
O=C(Nc1ccc(C(=O)N2CCN(c3ccccc3F)CC2)cc1)C1=CSCCO1	0.1	0.1	-6	-0.4	-0.4	-0.7	1	-14	3	-2	0.1
O=C(COC(=O)c1cc([N+](=O)[O-])ccc1N1CCOCC1)c1ccc(OC(F)F)cc1OC(F)F	-2.6	-1.4	-7	1.0	-0.8	-1.3	3	-16	16	8	-2.3
COC(=O)[C@H](C)N(Cc1ccc(Cl)c(Cl)c1)S(=O)(=O)CCN1CCCC1	-1.9	-2.4	-2	-1.4	-2.1	-1.5	2	-10	-11	-2	-3.3
CC(=O)c1cccc(NC(=O)CN(c2ccc(F)cc2)S(C)(=O)=O)c1	-2.0	0.6	0	0.3	-0.9	-1.4	-1	-6	-3	-4	-1.8
COc1ccc(Br)cc1C(=O)Nc1cccc(NC(=O)c2ccco2)c1	-3.3	-2.1	1	0.6	-4.3	-2.3	2	-25	12	4	-3.6
Cc1ccc2c(c1)CCCN2C(=O)c1cc2ccccc2oc1=O	-1.4	-1.1	4	0.8	-0.5	-1.9	3	0	6	0	-3.2
COc1ccc(/C=C/C(=O)C23CC4CC(CC(C4)C2)C3)cc1CN1CCOCC1	-3.6	-1.3	2	0.2	-1.4	-2.1	3	-8	0	1	-3.2
CCOC(=O)[C@]12CCC=C1N(Cc1cccc3ccccc13)C(=O)[C@H](CC(=O)N1CCCC1)C2	-0.9	-0.3	-1	.	.	-0.6	-1	-14	-3	-2	-2.9
O=C(CCn1nnnc1CN1CCOCC1)N1CCC(c2cccc(Cl)c2)C1 (centres undefined)	-0.4	-1.8	-1	0.3	0.5	-1.2	-3	0	-5	1	2.4
Cc1ccc(-c2nc3s/c(=C\c4ccco4)c(=O)n3n2)cc1	3.9	1.0	-20	4.3	0.8	0.0	-7	6	-7	0	4.9
FC(F)(F)c1ccc2nc(CNc3nc(N4CCOCC4)nc4c3ncn4-c3ccsc3)[nH]c2c1	-5.5	.	-1	.	.	-2.0	-2	-9	5	1	-9.5
O=C(Nc1ccccc1)N(Cc1ccc2c(c1)OCO2)Cc1nc2ccccc2c(=O)[nH]1	1.3	1.2	-1	0.4	-0.9	-0.6	1	9	-7	-3	0.7
O=C(Nc1ccccc1)OCc1cnc(Cl)s1	-1.9	0.0	-8	1.0	-0.5	-1.7	-5	3	-6	-4	5.5
CC(C)(C)OC(=O)CNC(=O)c1[nH]cnc1C(=O)NC1CCNCC1	-1.2	0.0	1	-1.7	2.2	-0.9	1	5	1	-3	3.8
Cc1ccc(S(=O)(=O)Nc2ccc3c(c2)n(C)c(=O)n3C)cc1	-0.2	-0.2	-9	3.8	0.5	-0.9	-2	2	-9	-5	-0.6
CC1CC(C)CN(c2oc(Cc3ccccc3)nc2C#N)C1 (centres undefined)	-2.4	0.0	1	5.8	-0.7	-1.7	-2	-8	-6	0	-3.3
CCOC(=O)[C@]12CCCC=C1N(Cc1ccc3c(c1)OCO3)C(=O)[C@H](CC(=O)NCc1cccc(C(F)(F)F)c1)C2	-2.4	-1.4	2	.	.	-1.5	4	-14	9	8	2.8
C=CCn1c(SCC(=O)NCC)nc2sc3c(c2c1=O)CCC3	-1.4	0.3	-3	0.0	-1.8	-0.7	0	1	3	2	-0.7
